# From PubChem BioAssay
# KOR beta-arrestin-1: kappa opioid receptor activators – cell-based, luminescence, uHTS, primary screen (AID 1777); one-dose activation, % at 10 µM; EC50 in µM for titrated hits; KOR beta-arrestin recruitment, luminescence; higher % means a stronger effect; 0.02% of 280,000 active; in the data active = activation above about 50%, passing the limit was not always enough; note: a part of the inactive calls stands beside numbers as strong as those of hits
# Dynein transport: blocks dynein driven cargo transport along microtubules | 3617.4 mouse cells, GR-EGFP nuclear translocation imaging; test concentration mostly 20 µM; stimulated with dexamethasone, 1 µM; hits give low values | z-score, hits read low | 0.47% of 220,000 active | AID 1381;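 active = plate z-score of nuclear minus cytoplasmic receptor signal below a set negative limit, without overly bright fluorescence or cell loss, cut at about -3.5 in these data, passing the limit was not always enough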;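 note: z-score of nuclear minus cytoplasmic ring GR-EGFP intensity difference per well; some compounds called inactive have numbers as strong as hits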
#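 Schedule: 48 h induction, then 1 h compound, then 30 min agonist, 37 °C. Buffer or medium: tetracycline-free induction medium containing charcoal-stripped FBS. Reagent: 1.0 µM final dexamethasone stimulus. Evaluation: nuclear versus cytoplasmic GR-EGFP signal, averaged per well. Signal: high-content fluorescence imaging after fixation.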
# GPR55 beta-arrestin: GPR55 agonists via beta-arrestin recruitment, primary screen, imaging, U2OS cells, beta-arrestin-GFP redistribution (AID 1961); U2OS GPR55 beta-arrestin-GFP redistribution imaging; higher % means a stronger effect; one-dose activation, % at 10 µM; EC50 in µM for titrated hits; 0.048% of 290,000 active;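 active = activation above 40% with more than 50 cells counted in the well; inconclusive = wells holding fewer than 50 cells, flagged as toxic or sparse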;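 note: U2OS osteosarcoma cells stably expressing GPR55 and beta-arrestin-GFP; plate controls were DMSO negative control for no effect and LPI positive control for full effect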
# KOR beta-arrestin-2: kappa opioid receptor blockers – cell-based, luminescence, uHTS (AID 1778) | 0.091% of 290,000 active | inhibition, % at 10 µM, or IC50 in µM where a hit was titrated | KOR beta-arrestin recruitment, luminescence, antagonist mode; higher % means a stronger effect; note: strong numbers were not always called active
# NOD2 inhibition: NOD2 signaling inhibitors, cell-based, luminescence, uHTS, HEK293 (AID 1566) | HEK293 NOD2/NF-kB luciferase reporter, luminescence; higher % means a stronger effect | inhibition, % at 4 µM, or EC50 in µM where a hit was titrated | 0.63% of 290,000 active; note: many of its hits are not listed in these tables
# M1AAP inhibition: malaria alanyl aminopeptidase activity blockers – biochemical, fluorogenic H-Leu-NHMec substrate, 1536-well (AID 1445). recombinant M1AAP, H-Leu-NHMec fluorogenic kinetic assay; higher % means a stronger effect. 0.42% of 220,000 active. inhibition, % at 30 µM, or IC50 in µM where a hit was titrated;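 active = primary inhibition above the hit cutoff, then over 50% inhibition at one or more dose response concentrations, cut at about 23% in these data, passing the limit was not always enough; inconclusive = conflicting primary data, or primary hits not chosen for dose response; inactive = low primary inhibition, or under 50% at every dose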;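 note: plate controls were DMSO full reaction for no effect and no enzyme background for full effect; strong numbers were not always called active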
# AID2073: inhibitors of Mint1-CaV2.2 protein interaction, biochemical, HTRF (AID 2073); HTRF protein-protein interaction, Mint1-CaV2.2; higher % means a stronger effect; one-dose inhibition, % at 20 µM; IC50 in µM for titrated hits; 0.19% of 290,000 active; in the data active = inhibition mostly above about 51%, no sharp cut-off; inconclusive = no clear call, values can overlap the other calls; inactive = mostly below about 53%; note: some results filed as inactive read as strong as hits
# M17LAP inhibition: P. falciparum M17LAP inhibitors, primary screen, biochemical, fluorogenic H-Leu-NHMec substrate, 1536-well (AID 1619); recombinant M17LAP, H-Leu-NHMec fluorogenic kinetic assay; higher % means a stronger effect; one-dose inhibition, % at 30 µM; IC50 in µM for titrated hits; 0.38% of 220,000 active;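 active = compound inhibiting the enzyme by more than half at any dose during confirmatory dose-response retesting; inconclusive = strong single-dose inhibitors picked by rank but not retested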;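 note: plate controls were full reaction with DMSO carrier for no effect and no enzyme background for full effect; strong numbers were not always called active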
# NOD1 NF-kB reporter: NOD1 signaling inhibitors, primary screen, cell-based, luminescence, uHTS (AID 1578) | NOD1-driven NF-kB luciferase reporter cells, luminescence; higher % means a stronger effect | inhibition, % at 4 µM; hits with a dose series show EC50 in µM | 1% of 290,000 active; in the data active = inhibition mostly above about 36%, no sharp cut-off; inactive = mostly below about 34%;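 note: HEK-293T reporter cells stimulated with the NOD1 agonist gamma-tri-DAP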
# Dynein transport cytoplasmic EGFP: second read-out of Dynein transport, no call of its own (marks repeat the call); z-score; measured here: cytoplasmic GR-EGFP intensity; hits give high values
# Dynein transport nuclear GR-EGFP: recorded beside Dynein transport, whose call it bears; z-score; measured here: nuclear GR-EGFP intensity;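 lower value marks the stronger effect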
# Dynein transport cell count: also measured in Dynein transport; calls as there; z-score; measured here: cell count per field
# * = called active by the depositor; ? = inconclusive; . = not tested or not shown; [ ] = another dose, or the depositor's remark. Cut-off read from the data, not from the text of the source, unless noted: active = inhibition above about 50%; inactive = the rest.
SMILES,KOR beta-arrestin-1,Dynein transport,Dynein transport cytoplasmic EGFP,Dynein transport nuclear GR-EGFP,Dynein transport cell count,GPR55 beta-arrestin,KOR beta-arrestin-2,NOD2 inhibition,M1AAP inhibition,AID2073,M17LAP inhibition,NOD1 NF-kB reporter
Cc1ccc(NC(=O)N2CCN(c3ncccc3C(F)(F)F)CC2)cc1,-2.2%,0.058,-0.28,0.0042,0.3,0.5%,20%,15%,0%,2%,3%,-5%
O=C(O)COCC(=O)NC1CCN(Cc2ccccc2)CC1,-2.9%,1.8,-0.18,0.7,-1.6,0.4%,-4%,-11%,4%,6%,0%,17%
O=C(Nc1nccs1)c1ccc(Cl)c(S(=O)(=O)N2CCCCC2)c1,4.6%,-0.31,0.31,0.18,-0.27,-0.2%,16%,0%,-1%,5%,-2%,6%
Cc1ccc(C)c(NC(=O)COC(=O)CC2c3ccccc3CCN2S(=O)(=O)c2ccc(F)cc2)c1 (stereo not drawn),-2.0%,-0.62,-0.32,-0.74,1,-0.3%,-10%,4%,2%,-1%,12%,-8%
CCOC(=O)Cc1csc2nc3sc(C)c(C)c3c(=O)n12,-7.1%,-0.044,-0.21,-0.38,-0.2,0.2%,41%,3%,5%,10%,6%,-17%
CCc1ccc(/C=C/C(=O)c2ccc(S(=O)(=O)N(C)C)cc2)cc1,1.2%,-0.78,-0.21,-0.35,-0.01,-0.3%,-46%,10%,4%,3%,-9%,14%
COCCCNC(=O)C1CC(=O)N(C2CCCC2)C1 (stereo not drawn),1.7%,-0.48,-0.21,-0.2,0.62,0.2%,-18%,-10%,0%,-7%,7%,1%
Cc1[nH][nH]c(=O)c1C=NCc1cccc(C(F)(F)F)c1,3.5%,-0.19,-0.19,0.25,-0.088,-0.2%,-18%,12%,8%,8%,-1%,-46%
CC(C)CC(NC(N)=O)C(=O)OCC(=O)Nc1ccc(OC(F)F)cc1 (stereo not drawn),-0.9%,-0.76,-0.36,-0.17,0.09,-0.4%,-10%,5%,2%,-10%,-7%,-8%
CCn1ncc(N2CCOCC2)c(Cl)c1=O,-0.1%,.,.,.,.,0.0%,-7%,2%,.,5%,.,-8%
COc1ccc(/C=N/NC(=O)CC(=O)NCc2cccnc2)cc1[N+](=O)[O-],-0.4%,.,.,.,.,0.0%,3%,10%,.,11%,.,-25%
COc1ccc(Nc2ccc(N3C(=O)CCCC3=O)cc2[N+](=O)[O-])cc1OC,4.9%,2.9,-0.19,1.2,-1.6,-0.3%,17%,21%,11%,10%,-9%,-10%
COc1cccc(-c2cc(C(=O)Nc3cccnc3)c3ccccc3n2)c1,3.9%,.,.,.,.,0.2%,-22%,-2%,.,1%,.,-26%
CC(c1ccc(F)cc1)n1c(-c2cccs2)n[nH]c1=S (stereo not drawn),-7.1%,1.4,-0.31,0.8,-1.1,-0.1%,-8%[20 µM],8%,1%,25%,-4%,-22%
O/N=C/c1ccc2cccc(O)c2n1,2.9%,-0.79,-0.2,-0.052,0.78,0.3%,0%,18%,9%,7%,4%,2%
CC(C)CCNC(=O)C1CCC(CNS(=O)(=O)c2cccc3nsnc23)CC1 (stereo not drawn),1.1%,.,.,.,.,0.1%,-15%,3%,.,-2%,.,2%
COC(=O)CN(c1cc([N+](=O)[O-])ccc1OC)S(C)(=O)=O,-1.9%,-1.4,-0.22,-0.61,1,0.3%,9%,1%,10%,8%,-5%,-16%
CC(C)C(c1nnnn1CCc1ccccc1)N1CCSCC1 (stereo not drawn),.,-0.18,-0.17,-0.4,0.22,-0.1%,1%[20 µM],11%,7%,-5%,12%,0%
CCOc1ccc(Cl)cc1CNCCCSc1ncccn1,2.6%,.,.,.,.,0.6%,4%,1%,.,?,.,6%
Clc1ccc(-c2noc(CCCc3ccccc3)n2)cc1,-5.7%,0.66,-0.23,0.31,-0.033,0.3%,19%,0%,-4%,3%,1%,-4%

# A second format for some results above.
CCOc1ccc(Cl)cc1CNCCCSc1ncccn1
  KOR beta-arrestin-1 = 2.6% | Dynein transport = . | Dynein transport cytoplasmic EGFP = . | Dynein transport nuclear GR-EGFP = . | Dynein transport cell count = . | GPR55 beta-arrestin = 0.6% | KOR beta-arrestin-2 = 4% | NOD2 inhibition = 1% | M1AAP inhibition = . | AID2073 = ? | M17LAP inhibition = . | NOD1 NF-kB reporter = 6%
Clc1ccc(-c2noc(CCCc3ccccc3)n2)cc1
  KOR beta-arrestin-1 = -5.7% | Dynein transport = 0.66 | Dynein transport cytoplasmic EGFP = -0.23 | Dynein transport nuclear GR-EGFP = 0.31 | Dynein transport cell count = -0.033 | GPR55 beta-arrestin = 0.3% | KOR beta-arrestin-2 = 19% | NOD2 inhibition = 0% | M1AAP inhibition = -4% | AID2073 = 3% | M17LAP inhibition = 1% | NOD1 NF-kB reporter = -4%

# Continuation.
SMILES,KOR beta-arrestin-1,Dynein transport,Dynein transport cytoplasmic EGFP,Dynein transport nuclear GR-EGFP,Dynein transport cell count,GPR55 beta-arrestin,KOR beta-arrestin-2,NOD2 inhibition,M1AAP inhibition,AID2073,M17LAP inhibition,NOD1 NF-kB reporter
CCC1CCCCN1C(=O)c1ccc(OC)c(OC2CCN(C(C)C)CC2)c1 (stereo not drawn),6.0%,.,.,.,.,0.3%,-18%,14%,.,2%,.,-2%
NC(=O)CC(NC(=O)Cc1cccc2ccccc12)c1ccc(N2CCC(N3CCCC3)CC2)c([N+](=O)[O-])c1 (stereo not drawn),-1.9%,.,.,.,.,-0.2%,-33%[20 µM],4%,.,16%,.,-22%
COc1ccc2nc(NC(=O)CSc3nccc(C)n3)sc2c1,0.4%,3.3,-0.16,2.1,-1.5,-0.1%,-14%,24%,9%,-4%,1%,2%
COc1ccc(Cl)cc1NC(=O)C/C(C)=N/NC(=O)Cc1ccccc1,-3.7%,0.62,-0.24,0.93,-0.28,0.0%,-2%[20 µM],11%,9%,6%,0%,-17%
Cc1ccccc1NC(=O)c1c([N+](=O)[O-])cnn1C,9.3%,.,.,.,.,-0.3%,-40%[20 µM],12%,.,3%,.,-8%
CN(C)C(=O)CN1CCN(c2nc3nonc3nc2N2CCCCC2)CC1,-2.6%,-0.11,-0.28,0.072,0.65,-0.1%,-8%,11%,16%,-11%,8%,-29%
O=S(=O)(c1ccc(F)c(F)c1F)N1CCN(C(=S)NCc2ccccc2)CC1,2.1%,0.23,-0.28,0.48,-0.4,-0.5%,-6%,27%,-1%,15%,-12%,-16%
Cc1ccc(CN2CCN(/N=C/c3cc(Br)cc(Br)c3O)CC2)cc1,3.7%,1.1,-0.17,1.6,-1.3,-0.2%,22%,2%,2%,7%,3%,-2%
COc1cc(NS(=O)(=O)c2ccc(Br)cc2)c(OC)cc1NC(=O)c1ccco1,3.3%,0.45,-0.17,0.2,-0.85,0.3%,-8%,15%,8%,-4%,7%,-2%
CN(C(=O)c1ccc(C#N)cc1)c1nnc(-c2cnccn2)s1,0.4%,-0.13,0.28,0.81,-0.81,-1.9%,9%,-4%,0%,23%,-10%,-9%
COC(=O)CN(c1ccccc1[N+](=O)[O-])S(=O)(=O)c1ccccc1,-2.2%,2.8,-0.094,1.8,-1.2,0.1%,3%[20 µM],14%,4%,8%,-24%,-8%
O=S1(=O)N=C2CCCN2C(c2ccc(F)cc2)N1 (stereo not drawn),5.1%,0.51,-0.27,0.36,-0.47,-0.3%,-3%,4%,5%,-2%,-8%,4%
c1ccc2c(c1)nc(N1CCOCC1)c1nncn12,-6.1%,0.36,-0.095,0.04,-0.091,0.0%,6%,9%,4%,?,14%,-14%
CN(C(=O)C1CCC(=O)N(C2CC2)C1)C1CCCCC1 (stereo not drawn),-2.5%,.,.,.,.,0.3%,-4%,10%,.,3%,.,1%
Nc1cc([N+](=O)[O-])ccc1Nc1ccccc1,-12%,-0.4,-0.23,-0.11,0.18,-0.1%,25%[20 µM],7%,4%,3%,-4%,-29%
C#Cc1ccc(CN2CCC(Oc3ccc(C(=O)NCc4ccccn4)cc3)CC2)cc1,1.9%,.,.,.,.,-0.1%,-10%,6%,.,10%,.,-9%
CC1(C)CC(=O)C(C=N)=C(O)C1,-5.9%,1.4,-0.058,1.3,-0.48,0.8%,-4%,3%,11%,-4%,2%,8%
CCOCCCNC(=O)CNC(=S)N(Cc1ccc(C)cc1)Cc1ccco1,-5.7%,-0.61,-0.21,-0.56,0.59,0.5%,-6%,-8%,5%,24%,-5%,-25%
COc1ccc(Cc2nc(-c3cccc(C)c3)no2)cc1,1.2%,-0.39,0.28,-0.29,0.16,0.6%,13%,-35%,4%,0%,16%,-48%
O=C(O)CCSc1ccccn1,-6.6%,-0.42,-0.16,-0.1,0.48,0.1%,-6%,-11%,-3%,-34%,-5%,-34%
C#CCNC(=O)C1=C[C@H](c2coc3ccccc3c2=O)C[C@H](OCc2ccc(CO)cc2)O1,-1.1%,-0.11,-0.29,0.22,0.16,0.2%,2%,29%,5%,6%,3%,-16%
CCCCNS(=O)(=O)c1ccc2nc(SCC(N)=O)[nH]c2c1,-2.1%,-0.11,-0.24,-0.16,-0.19,-0.1%,20%,5%,1%,-3%,1%,-2%
CCOC(=O)Cc1csc(NS(=O)(=O)c2ccc(C(F)(F)F)cc2)n1,1.1%,0.051,-0.27,-0.063,0.084,0.5%,-1%,14%,9%,9%,5%,2%
CCCCNC(=O)C1CCN(S(=O)(=O)c2cnc[nH]2)CC1,0.6%,0.041,0.0083,0.9,-0.73,-0.1%,16%,15%,15%,-8%,0%,-16%
Cc1ccc(-c2ccc(/C=N/n3cnnc3)o2)cc1Cl,-0.6%,-1.1,0.09,-0.26,-0.27,-0.1%,15%,-14%,10%,6%,-7%,-11%
O=C(NC(=S)N1CCCC1)c1cccc([N+](=O)[O-])c1,8.2%,.,.,.,.,-0.1%,-11%,-5%,.,-16%,.,-29%
CCOc1ccc(S(=O)(=O)N(C)CCO)cc1-c1nc2c(C(C)(C)C)nn(C)c2c(=O)[nH]1,7.9%,-0.042,-0.26,0.34,0.087,0.2%,8%,24%,6%,-4%,8%,-13%

# Not all compounds are listed (hit frequency here may not be typical).
